Source: PubChem
BLM inh: qHTS Assay for Inhibitors of Bloom's syndrome helicase (BLM); 0.2% of 350,000 active; Potency, µM (highest dose often 56.1 µM), inactives show top-dose activity change, negative = inhibition, hits mostly inhibitors; RecQ-like DNA helicase BLM (Homo sapiens), P54132; recombinant BLM DNA unwinding, fluorescence dequenching;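 also: plate controls were vehicle for no effect and no enzyme for full effect; nearly all actives have a fitted effect of over 35% in size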
G9a block: qHTS Assay for Inhibitors of Histone Lysine Methyltransferase G9a; Histone-lysine N-methyltransferase EHMT2 (Homo sapiens), Q96KQ7; G9a H3K9 monomethylation, AlphaScreen, 2 h; Potency, µM (highest dose often 102 µM), for inactives: at the highest dose activity, negative = inhibition, actives largely listed as inhibitors; 8.8% of 350,000 active; also: % is scaled to controls: 0 for no effect and ±100 for the full control effect; nearly all actives have a fitted effect of over 75% in size
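AlphaScreen read-out: biotin-H3K9 peptide (500 nM) methylation by 20 nM enzyme with 20 uM SAM, 2 h at room temperature after 15 min compound preincubation; anti-monomethyl H3K9 antibody plus donor/acceptor beads, 10 min dark.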
POLH inh: qHTS for Inhibitors of Polymerase Eta; recombinant Pol eta, fluorescent DNA replication assay; Potency, µM (highest dose often 114 µM), without a hit: top-dose activity change, negative = inhibition, most hits filed as inhibitors; 1.2% of 390,000 active; also: % is scaled to controls: 0 for no effect and ±100 for the full control effect
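Pol eta (10 nM) was preincubated with compounds for 15 min at room temperature, after which fluorescent replication substrate (50 nM final) was added to start the reaction. Fluorescence was read kinetically at 0 and 10 min.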
APE1 inh: qHTS Assay for Inhibitors of the Human Apurinic/apyrimidinic Endonuclease 1 (APE1); DNA repair nuclease/redox regulator APEX1 (Homo sapiens), P27695; recombinant APE1, TAMRA/BHQ-2 abasic DNA cleavage fluorescence; Potency, µM (top dose mostly 65.8 µM), for inactives: at the top dose activity change, negative = inhibition, hits mostly inhibitors; 0.35% of 350,000 active;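 also: plate controls were vehicle for no effect and reference inhibitor for full effect; nearly all actives have a fitted effect of over 55% in size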
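Activity was derived from the fluorescence gain between first and third kinetic reads (60 s intervals, ex 525/em 598 nm) after 50 nM THF-abasic TAMRA/BHQ-2 duplex was added to 0.75 nM APE1 preincubated 15 min with compound.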
Pol beta inh: qHTS Assay for Inhibitors of DNA Polymerase Beta | P06746 | Pol beta primer extension/strand displacement, fluorescence kinetic | Potency, µM (doses to about 114 µM), for the others: at the highest dose activity change, negative = inhibition, actives largely listed as inhibitors | 1.3% of 340,000 active | AID 485314, 2010; also: % is scaled to controls: 0 for no effect and ±100 for the full control effect
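Enzyme-only controls used 10 nM Pol beta; buffer lacking enzyme served as negative control. Compound preincubated 15 min, then 50 nM substrate added; 0 and 10 min reads at room temperature.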
JMJD2A Tudor: qHTS Assay for Inhibitors of JMJD2A-Tudor Domain; AlphaScreen JMJD2A-Tudor / H3K4me3 peptide binding; Potency, µM (top dose mostly 114 µM), for the others: top-dose activity change, negative = inhibition, actives largely listed as inhibitors; 4.4% of 390,000 active; AID 504339, 2011; also: % is scaled to controls: 0 for no effect and ±100 for the full control effect; nearly all actives have a fitted effect of over 50% in size
POLI inh: qHTS for Inhibitors of Polymerase Iota; DNA polymerase iota (Homo sapiens), Q9UNA4; Potency, µM (titrated, usually from 115 µM), inactives show at the highest dose activity, negative = inhibition, usual class: inhibitors; 1% of 390,000 active; Pol iota fluorescent replication assay, 10 min; AID 588590, 2011
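Pol iota at 10 nM preincubated 15 min with compounds at room temperature; reaction started with fluorescent substrate, 50 nM final. Fluorescence read kinetically at 0 and 10 min; buffer-only wells as negative control.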
POLK inh: qHTS for Inhibitors of Polymerase Kappa | DNA polymerase kappa (Homo sapiens), Q9UBT6 | purified Pol kappa, fluorescent DNA synthesis assay, 10 min | AID 588579, 2011 | 0.53% of 400,000 active | Potency, µM (titrated, usually from 107 µM), for inactives: at the top dose activity, negative = inhibition, hits mostly inhibitors; also: % is scaled to controls: 0 for no effect and ±100 for the full control effect
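10 nM Pol kappa was preincubated with compounds for 15 min at room temperature. Reaction started with 50 nM (final) substrate. Fluorescence read kinetically at 0 and 10 min.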
BAZ2B block: qHTS Assay for Inhibitors of BAZ2B; Bromodomain adjacent to zinc finger domain protein 2B (Homo sapiens), Q9UIF8; 4.4% of 360,000 active; AID 504333, 2011; Potency, µM (series often up to 114 µM), inactives show at the top dose activity change, negative = inhibition, hits mostly inhibitors; AlphaScreen BAZ2B-H3K14Ac peptide displacement; also: % is scaled to controls: 0 for no effect and ±100 for the full control effect; nearly all actives have a fitted effect of over 60% in size
Target sequence (Q9UIF8 whole entry, looked up, the tested form may be a part): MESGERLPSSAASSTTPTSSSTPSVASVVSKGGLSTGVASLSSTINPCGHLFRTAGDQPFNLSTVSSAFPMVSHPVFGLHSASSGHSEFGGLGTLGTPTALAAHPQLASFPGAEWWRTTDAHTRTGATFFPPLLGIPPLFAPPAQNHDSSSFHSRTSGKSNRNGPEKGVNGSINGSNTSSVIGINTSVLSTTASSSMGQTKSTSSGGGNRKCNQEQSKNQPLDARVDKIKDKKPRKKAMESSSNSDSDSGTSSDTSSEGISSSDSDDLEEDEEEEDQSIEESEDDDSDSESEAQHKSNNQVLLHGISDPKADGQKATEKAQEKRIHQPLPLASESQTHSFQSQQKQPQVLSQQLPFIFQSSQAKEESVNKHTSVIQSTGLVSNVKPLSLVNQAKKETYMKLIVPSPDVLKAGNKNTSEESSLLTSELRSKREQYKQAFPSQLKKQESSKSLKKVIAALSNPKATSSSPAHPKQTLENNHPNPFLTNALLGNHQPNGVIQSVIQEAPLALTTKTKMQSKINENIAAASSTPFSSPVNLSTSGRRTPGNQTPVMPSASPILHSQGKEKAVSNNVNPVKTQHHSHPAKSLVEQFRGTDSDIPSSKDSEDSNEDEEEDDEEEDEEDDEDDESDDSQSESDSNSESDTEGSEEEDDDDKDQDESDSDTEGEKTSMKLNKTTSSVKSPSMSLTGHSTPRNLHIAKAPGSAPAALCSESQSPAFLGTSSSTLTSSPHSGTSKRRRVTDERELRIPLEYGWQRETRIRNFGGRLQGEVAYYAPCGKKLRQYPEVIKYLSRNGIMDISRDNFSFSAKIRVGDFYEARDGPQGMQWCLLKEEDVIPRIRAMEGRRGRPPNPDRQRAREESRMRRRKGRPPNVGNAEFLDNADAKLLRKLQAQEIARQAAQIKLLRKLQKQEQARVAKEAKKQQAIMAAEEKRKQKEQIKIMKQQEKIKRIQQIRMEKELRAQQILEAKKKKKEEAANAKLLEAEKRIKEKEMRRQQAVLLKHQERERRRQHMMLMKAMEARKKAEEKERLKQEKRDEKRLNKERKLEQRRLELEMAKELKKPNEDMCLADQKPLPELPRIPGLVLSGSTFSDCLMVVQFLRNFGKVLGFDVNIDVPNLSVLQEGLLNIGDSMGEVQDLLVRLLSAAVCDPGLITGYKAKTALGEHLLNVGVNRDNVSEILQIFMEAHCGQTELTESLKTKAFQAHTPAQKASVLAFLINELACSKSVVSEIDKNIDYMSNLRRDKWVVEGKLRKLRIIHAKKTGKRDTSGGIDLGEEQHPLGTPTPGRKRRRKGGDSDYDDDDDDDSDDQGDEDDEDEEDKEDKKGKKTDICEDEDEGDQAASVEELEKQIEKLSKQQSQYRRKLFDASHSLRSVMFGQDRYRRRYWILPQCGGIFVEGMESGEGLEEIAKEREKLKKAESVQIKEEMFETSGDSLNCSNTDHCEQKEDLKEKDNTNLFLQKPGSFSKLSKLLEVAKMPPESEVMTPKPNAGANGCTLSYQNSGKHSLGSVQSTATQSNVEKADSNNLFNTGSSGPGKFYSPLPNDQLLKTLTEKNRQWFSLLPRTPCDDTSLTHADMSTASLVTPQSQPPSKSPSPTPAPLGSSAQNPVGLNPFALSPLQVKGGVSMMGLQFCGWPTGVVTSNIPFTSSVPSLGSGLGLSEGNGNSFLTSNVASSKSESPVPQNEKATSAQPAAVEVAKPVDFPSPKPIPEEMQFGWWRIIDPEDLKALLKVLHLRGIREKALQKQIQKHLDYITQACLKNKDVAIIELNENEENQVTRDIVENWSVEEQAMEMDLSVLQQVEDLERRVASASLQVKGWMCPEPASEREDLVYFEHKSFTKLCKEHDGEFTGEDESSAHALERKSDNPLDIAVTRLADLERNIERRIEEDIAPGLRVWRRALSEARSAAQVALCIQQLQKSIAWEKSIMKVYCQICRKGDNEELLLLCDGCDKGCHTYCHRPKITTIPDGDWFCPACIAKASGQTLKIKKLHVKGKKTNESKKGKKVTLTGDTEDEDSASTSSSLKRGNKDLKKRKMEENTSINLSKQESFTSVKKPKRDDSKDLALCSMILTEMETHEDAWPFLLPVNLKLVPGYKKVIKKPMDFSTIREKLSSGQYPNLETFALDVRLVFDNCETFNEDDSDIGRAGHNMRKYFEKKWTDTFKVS
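AlphaScreen displacement of biotin-H3(5-23)K14Ac peptide (50 nM final) from BAZ2B (50 nM final) in PBS pH 7.4, 0.01% Tween-20; complex preformed 30 min RT, then compounds (top 110 uM) 30 min RT, beads 20 min dark.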
Active calls of the source: *; u = inconclusive; x = no result given; & = joins results of further samples; [ ] = another dose, or the depositor's remark. Calls follow the shape of the dose curve; as a rule, active = well fitted curve in the direction sought with a large enough effect; inconclusive = small, poorly fitted or top-dose-only effect, or another doubt; inactive = no such curve, though single readings can be large; an effect the other way counts as inactive or inconclusive. Potency is read from the fitted curve at half-maximal effect. The list is partial (hit frequency here may not be typical).

Values run as follows: BLM inh, POLI inh, G9a block, Pol beta inh, JMJD2A Tudor, POLK inh, BAZ2B block, APE1 inh, POLH inh
COCCN(C(=O)CC1OC(=O)c2ccccc21)c1c(N)n(Cc2ccccc2)c(=O)[nH]c1=O (stereo unspecified)
    x, 24%, 4%[59 µM], x, -8%, -3%, 0%, 25%, -15%
COc1ccccc1CNC(=O)c1ccc2nc(CCc3ccccc3)oc2c1
    -5%, u, 10%[59 µM], 1%, -17%, -15%[60.1 µM], 0%, x, 3%
CCCNC(=O)CSc1ccc(S(=O)(=O)N2CCCCC2)cn1
    x, 12%, u, x, -4%, -17%, u, 17%, -16%
COc1ccc(NC(=O)CSCC(=O)N2CCCc3ccccc32)cc1
    x, -8%, 7%[12.7 µM], x, -14%, -2%, 3%, 10%, -11%
CCCC(=O)N1CCN(c2ccc(NC(=O)c3ccccc3)cc2)CC1
    0%, -2%, -4%, 5%, -12%, 10%, -4%, 3%, -5%
Cc1ccc2ccc(S(=O)(=O)n3nc(C)cc3C)cc2c1
    -5%, -23%, 11%[59 µM], 3%, 26%, -7%, 24%, -7%, -17%
COc1ccc(C(=O)N2CCCC(c3nc(-c4ccc(OC)c(OC)c4)no3)C2)c(OC)c1 (stereo unspecified)
    2%, 7%, -12%[2.33 µM], 24%, -23%, -16%, -25%, -2%, -5%
COc1ccccc1C1CC(c2ccc(NS(C)(=O)=O)cc2)=NN1S(=O)(=O)c1ccccc1 (stereo unspecified)
    -9%, -13%, 35%, 5%, -17%, -3%, -33%, 40%, -19%
COc1ccc(C(CC(=O)Nc2ccc(C)cc2)NC(=O)C(F)(F)F)cc1 (stereo unspecified)
    0%, 12%, 79µM*, -1%, -14%, -4%, -6%, 1%, 0%
Cc1ccc(S(=O)(=O)c2ncccc2N)cc1
    -2%, -7%, 19%[2.33 µM], 26%, -8%, -18%, 0%, 13%, 3%
CCN(CC)CCCN(Cc1cc2cc3c(cc2[nH]c1=O)OCO3)C(=S)Nc1ccccc1
    5%, 36%[activator], x, 4%, -13%, -3%, -6%, 1%, -15%
COc1ccccc1C(=O)N1CC2(C)CC1CC(C)(C)C2 (stereo unspecified)
    1%, -10%, 0%[59 µM], -24%, 9%, -10%, 0%, 2%, -10%
NC(=O)C(Cc1ccccc1)N1C(=O)c2ccccc2C1=O (stereo unspecified)
    1%, 54%[activator], 1%, 95%[activator], -3%, -5%, 3%, -1%, -9%
CCc1ccc(NC(=O)C(=O)NCc2ccccn2)cc1
    -5%, 119%[activator], -28%, 0%, -1%, -8%, 6%, -1%, 12%
CC[C@]12c3[nH]c4cc(CCC(=O)N(C)C)ccc4c3CCN1C(=O)[C@@H](CC(=O)NCC13CC4CC(CC(C4)C1)C3)C[C@@H]2C(=O)N1CCN(C(=O)c2ccco2)CC1
    x, 14%, x, x, -18%, -1%, x, -2%, -16%
COc1ccc(Cn2c(CCC(=O)O)nc3cccnc32)cc1
    -1%, -3%[58.9 µM], -9%[59 µM], 12%, 3%, -5%, -6%, -2%, -2%
COC(=O)N/N=C(\C)c1ccco1
    0%, 101%[activator], -4%, 1%, 2%[11.4 µM], -1%, -35%, -3%, -13%
CCOC(=O)c1cc(-c2ccc(C)cc2)n(CCC(=O)Nc2ccc(OC)c(OC)c2)c1C
    -13%, 21%, u, 0%, u, -20%, u, x, u
Cc1ccc(CNc2cc(C)nc3nc(-c4cccc(C)c4)nn23)cc1
    -2%, 8%, -26%[59 µM], -19%, -33%, -7%[60.1 µM], 2%, x, u
CC(C)(C)OC(=O)C[C@@H]1C/C=C\C[C@@H](CC(=O)N(CCO)Cc2ccccc2)C(=O)N2CCC[C@H]2COC1=O
    x, 25%, x, x, -7%, -1%, x, -31%, 0%
O=C(c1ccc(N2CCOCC2)c([N+](=O)[O-])c1)N1CCN(c2ccccc2F)CC1
    x, 72%[activator], x, x, u, -15%, x, -9%, -4%
COc1cccc(C2=CC(=O)C[C@H](c3ccc(OC)c(OC)c3)C2)c1
    x, 10%, -2%[2.33 µM], x, -32%, 2%, u, 0%, -17%
COCCCn1c(SCc2cccc(C(F)(F)F)c2)nc2cc(OC)c(OC)cc2c1=N
    -16%, 13%, 69%[activator][59 µM], u, 13%, -15%, u, -2%, 7%
CC(C)N(CC#CC(O)(c1ccccc1)c1ccccc1)C(C)C
    0%, 142%[activator], x, 2%, -9%, -1%, -5%, -2%, -12%
CCOC(=O)c1c(C)[nH]c(C)c1S(=O)(=O)N(C)CC(=O)NCc1cccc(Br)c1
    -1%&-4%, 26%&-15%, -31%[59 µM], 15%&-18%, -23%&-22%, -11%&2%, u, -11%, -21%&-26%
CN(C)S(=O)(=O)c1ccc(NC(=O)CN2CCC(Cc3ccccc3)CC2)cc1
    -11%, 9%, -28%, -14%, -25%, 1%, u, -3%, -26%
CCOC(=O)c1sc2nc(N3CCOCC3)c3c(c2c1N)CC(C(C)C)OC3 (stereo unspecified)
    -5%, -7%, 6%, 1%, -3%, -4%, 1%, 6%, -10%
CC(=O)c1sc(NC(=O)c2ccc(Cl)cc2)nc1C
    -3%, 10%, 15%, 5%, -12%, -3%, -22%, 3%, -4%
CN(C)c1nc(C(=O)OCCO)nc(N(C)C)n1
    2%, 15%, 11%[59 µM], 17%, -6%, -12%, 0%, 12%, -20%
Cc1nnc(N2CCC(C(=O)NCCc3ccccc3)CC2)c2nn(-c3ccccc3)c(C)c12
    -6%, u, -28%[59 µM], -19%, -15%, -8%, -13%, x, -2%

3 compounds already listed, sorted by the value under BLM inh, lowest first.
Values run as follows: BLM inh, POLI inh, G9a block, Pol beta inh, JMJD2A Tudor, POLK inh, BAZ2B block, APE1 inh, POLH inh
CN(C)S(=O)(=O)c1ccc(NC(=O)CN2CCC(Cc3ccccc3)CC2)cc1
    -11%, 9%, -28%, -14%, -25%, 1%, u, -3%, -26%
CC(=O)c1sc(NC(=O)c2ccc(Cl)cc2)nc1C
    -3%, 10%, 15%, 5%, -12%, -3%, -22%, 3%, -4%
CN(C)c1nc(C(=O)OCCO)nc(N(C)C)n1
    2%, 15%, 11%[59 µM], 17%, -6%, -12%, 0%, 12%, -20%

Continuation:
Values run as follows: BLM inh, POLI inh, G9a block, Pol beta inh, JMJD2A Tudor, POLK inh, BAZ2B block, APE1 inh, POLH inh
COc1ccc(-n2c(C)cc(C(=O)CN3C(=O)NC4(CCc5ccccc54)C3=O)c2C)cc1 (stereo unspecified)
    -16%, 113%[activator], -48%[59 µM], 9%, -27%, -15%, -36%, 7%, -8%
O=[N+]([O-])c1cc(C(F)(F)F)ccc1NCCc1c[nH]c2ccccc12
    -23%, 6%, u, -25%, 22µM*, -11%, 11µM*, 1%, -23%
Cc1cc(C(F)F)nn1CC(=O)NC1C(=O)N2C(C(=O)O)=C(CSc3nnnn3C)CSC12 (stereo unspecified)
    -1%, u, 35µM*, 13µM*, -2%, -45%, 56µM*, -5%, 28µM*
COc1ccc(/C=C/C(=O)Nc2cc(S(=O)(=O)N3CCCCC3)ccc2N2CCCCC2)cc1OC
    -5%, 17%, 4%[59 µM], 33%, -17%, -4%, 4%, 0%, -11%
Cc1c(NC(=O)CSc2ccc(Cl)cc2)cccc1-c1nc2ncccc2o1
    -11%, u, 11%, 1%, 2%, -13%, 3%, 1%, -14%
CNc1nc(C)c(C#N)c(-c2ccccc2)c1C(C)=O
    -4%, 7%, 2%[12.7 µM], -18%, -4%, -19%, -2%, -11%, -5%
Cc1ccc(CN2CCN(Cc3ccc4ncccc4c3)CC2CCO)cc1 (stereo unspecified)
    3%, 8%, 8%[12.7 µM], 3%, -18%, -2%, -8%, 14%, 3%
O=C(Nc1ccccc1)OC1CCCCc2cccnc21 (stereo unspecified)
    -2%, 26%, -28%, -1%, -16%, -23%, -11%, -2%, -14%
CCOCCCNC(=O)c1cc(Sc2cccc(Cl)c2)nc2ccccc12
    -5%, 42%[activator], 8%[59 µM], -3%, 9%, -4%[60.1 µM], 35%, x, -17%
O=C(c1ccc(F)cc1)c1cn(Cc2ccccc2F)c2cc3c(cc2c1=O)OCCO3
    -1%, -2%, -43%[59 µM], -24%, -23%, -12%, -9%, x, 0%
COC(=O)C(N)CS (stereo unspecified)
    -7%, x, -46%[2.33 µM], x, x, 3%[60.1 µM], x, 1%, x
Cc1nn(-c2ccccc2)c(Cl)c1/C=N/Nc1ccc(Cl)c(C(=O)O)c1
    -2%, 77%[activator], 3.5µM*, 29%, u, -24%, u, -3%, 6%

Part of the list above in order of SMILES length, highest first:
Values run as follows: BLM inh, POLI inh, G9a block, Pol beta inh, JMJD2A Tudor, POLK inh, BAZ2B block, APE1 inh, POLH inh
COc1ccc(/C=C/C(=O)Nc2cc(S(=O)(=O)N3CCCCC3)ccc2N2CCCCC2)cc1OC
    -5%, 17%, 4%[59 µM], 33%, -17%, -4%, 4%, 0%, -11%
Cc1cc(C(F)F)nn1CC(=O)NC1C(=O)N2C(C(=O)O)=C(CSc3nnnn3C)CSC12 (stereo unspecified)
    -1%, u, 35µM*, 13µM*, -2%, -45%, 56µM*, -5%, 28µM*
O=C(c1ccc(F)cc1)c1cn(Cc2ccccc2F)c2cc3c(cc2c1=O)OCCO3
    -1%, -2%, -43%[59 µM], -24%, -23%, -12%, -9%, x, 0%
O=[N+]([O-])c1cc(C(F)(F)F)ccc1NCCc1c[nH]c2ccccc12
    -23%, 6%, u, -25%, 22µM*, -11%, 11µM*, 1%, -23%
Cc1ccc(CN2CCN(Cc3ccc4ncccc4c3)CC2CCO)cc1 (stereo unspecified)
    3%, 8%, 8%[12.7 µM], 3%, -18%, -2%, -8%, 14%, 3%
CNc1nc(C)c(C#N)c(-c2ccccc2)c1C(C)=O
    -4%, 7%, 2%[12.7 µM], -18%, -4%, -19%, -2%, -11%, -5%
COC(=O)C(N)CS (stereo unspecified)
    -7%, x, -46%[2.33 µM], x, x, 3%[60.1 µM], x, 1%, x
